# ALOX15 inhib – inhibitors of human 15-lipoxygenase (ALOX15). P16050. purified 15hLO-1, xylenol orange hydroperoxide absorbance. Potency, µM (series often up to 57.1 µM), inactives show at the highest dose activity change, negative = inhibition, most hits filed as inhibitors. hit rate 1.4% among 74,000. AID 887; also: potency is read from the fitted curve at half-maximal effect; % is scaled to controls: 0 for no effect and ±100 for the full control effect; nearly all actives have a fitted effect of over 55% in size
#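 Purified human 15hLO-1 (40 nM final) in 25 mM Hepes pH 7.5, 0.01% Triton X-100 was preincubated with compound 15 min at room temperature, then reacted 6 min with 50 uM arachidonic acid; hydroperoxide detected by Fe-XO, 573/405 nm absorbance ratio.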
# HADH2 inhib – HADH2 (human) dehydrogenase inhibition | Q99714 | recombinant HADH2, NADH fluorescence, beta-hydroxybutyryl-CoA | Potency, µM (highest dose often 57.1 µM), for the others: top-dose activity change, negative = inhibition, actives largely listed as inhibitors | hit rate 3.4% among 73,000 | AID 886; also: potency is read from the fitted curve at half-maximal effect; % is scaled to controls: 0 for no effect and ±100 for the full control effect; nearly all actives have a fitted effect of over 60% in size; many of its hits are not listed in these tables
# Target sequence (Q99714 whole entry, looked up, one chain of several): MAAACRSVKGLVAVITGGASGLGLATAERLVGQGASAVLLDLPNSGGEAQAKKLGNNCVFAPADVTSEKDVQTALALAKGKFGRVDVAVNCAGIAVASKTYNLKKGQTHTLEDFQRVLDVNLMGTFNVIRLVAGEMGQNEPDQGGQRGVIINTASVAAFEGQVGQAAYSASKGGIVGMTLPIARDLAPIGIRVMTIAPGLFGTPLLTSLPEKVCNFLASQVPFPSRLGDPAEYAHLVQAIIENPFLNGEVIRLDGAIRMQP
#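 Read-out: 360 nm excitation, 450 nm emission, kinetic over 4 min. Conditions: His-tagged human HADH2 20 nM, pH 9.0 Tris with Tween-20, 1 mM NAD+, 90 uM beta-hydroxybutyryl-CoA.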
# CRE-bla Fsk – modulators of forskolin-stimulated CRE signaling in CHO cells. hit rate 2.5% among 71,000. AID 662. Potency, µM (doses to about 38.2 µM), for inactives: top-dose activity change, negative = inhibition, most hits filed as activators. CHO CRE-bla reporter (cAMP response element driving beta-lactamase), forskolin EC10, beta-lactamase ratio; active = well fitted activation curve with a large enough effect in the signal ratio, with a control signal flat, not every such curve was filed as active; inconclusive = small, poorly fitted or top-dose-only effect, or effect the other way, or a change in a side signal; the % refers to the signal ratio; also: potency is read from the fitted curve at half-maximal effect; % of control where 0% means no effect
#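 Reporter-gene assay: CHO cells with beta-lactamase behind cAMP responsive elements, co-treated with compound and EC10 NKH 477 for 3 hours at 37 degrees Celsius. Activity came from the 460/530 nm CCF4 emission ratio.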
# Rhodamine fluor – compound fluoresces in the rhodamine spectral region; Rhodamine-region fluorescence, 547/598 nm, Tris buffer; active compounds read high; max dye-equivalent concentration, M; hit rate 0.05% among 59,000; AID 594; in the data active = max dye-equivalent concentration above about 11 nM; inconclusive = between about 1.1 nM and that limit
#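 Compound fluorescence in 100 mM Tris, pH 8.0, read after 15 min at room temperature with 547 nm excitation and 598 nm emission. Output is dye-equivalent concentration from an on-plate rhodamine standard series.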
# ERK AVP block – vasopressin-driven ERK pathway inhibition. HEK293-V1b, vasopressin-stimulated pERK AlphaScreen. Potency, µM (series often up to 57.5 µM), inactives show at the top dose activity, negative = inhibition, most hits filed as inhibitors. hit rate 0.99% among 72,000. AID 995; also: potency is read from the fitted curve at half-maximal effect; % is scaled to controls: 0 for no effect and ±100 for the full control effect; nearly all actives have a fitted effect of over 55% in size
#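 V1b-HEK293 cells; cpd 30 min 37C; 25 nM vasopressin 5 min; lyse 10 min; AlphaScreen beads 5 hr RT. Normalized to DMSO basal and 25 nM vasopressin; AC50 by Hill fit.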
# Hsp90 Hop PPI – changes Hsp90-Hop TPR2A binding signal, up or down | hit rate 0.44% among 71,000 | AlphaScreen TPR2A-His6 binding biotin-Hsp90 C-terminal peptide | Potency, µM (series often up to 57 µM), without a hit: at the highest dose activity change, negative = inhibition | AID 595; active = well fitted curve in either direction with a large enough effect; inconclusive = small, poorly fitted or top-dose-only effect, or another doubt; also: potency is read from the fitted curve at half-maximal effect; % is scaled to controls: 0 for no effect and ±100 for the full control effect; many of its hits are not listed in these tables
# Texas Red fluor – Texas Red region autofluorescence | Compound fluorescence, Texas Red channel, 547/618 nm; active compounds read high | max dye-equivalent concentration, M | hit rate 0.06% among 59,000 | AID 587; in the data active = max dye-equivalent concentration above about 10 nM; inconclusive = between about 1.1 nM and that limit
#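 Compound fluorescence was read after 15 min at room temperature in 100 mM Tris, pH 8.0, using 547 nm excitation and 618 nm emission across a concentration series. It was expressed as Texas Red dye-equivalent concentration from an on-plate standard curve.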
# DNA Pol III inh – inhibitors of bacterial DNA polymerase III holoenzyme. reconstituted DNA polymerase III holoenzyme replication, biochemical. Potency, µM (titrated, usually from 57.1 µM), inactives show at the top dose activity change, negative = inhibition. hit rate 0.25% among 71,000. AID 603; also: potency is read from the fitted curve at half-maximal effect; % is scaled to controls: 0 for no effect and ±100 for the full control effect
#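 Reconstituted *E. coli* holoenzyme (0.35 nM Pol III, 1 nM beta, 154 nM SSB, 2 nM primase) was preincubated with compound for 15 min at RT. Synthesis on 1.4 nM ssM13Gori ran 35 min, then was stopped with PicoGreen/EDTA and read as dsDNA fluorescence.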
# FLuc inh – inhibitors of firefly luciferase; Potency, µM (highest dose often 57.1 µM), for inactives: at the top dose activity change, negative = inhibition, usual class: inhibitors; hit rate 2.2% among 72,000; purified firefly luciferase, luminescence, 8 min; AID 411; P08659; also: potency is read from the fitted curve at half-maximal effect; % is scaled to controls: 0 for no effect and ±100 for the full control effect; nearly all actives have a fitted effect of over 40% in size
# Target sequence (P08659 whole entry, looked up): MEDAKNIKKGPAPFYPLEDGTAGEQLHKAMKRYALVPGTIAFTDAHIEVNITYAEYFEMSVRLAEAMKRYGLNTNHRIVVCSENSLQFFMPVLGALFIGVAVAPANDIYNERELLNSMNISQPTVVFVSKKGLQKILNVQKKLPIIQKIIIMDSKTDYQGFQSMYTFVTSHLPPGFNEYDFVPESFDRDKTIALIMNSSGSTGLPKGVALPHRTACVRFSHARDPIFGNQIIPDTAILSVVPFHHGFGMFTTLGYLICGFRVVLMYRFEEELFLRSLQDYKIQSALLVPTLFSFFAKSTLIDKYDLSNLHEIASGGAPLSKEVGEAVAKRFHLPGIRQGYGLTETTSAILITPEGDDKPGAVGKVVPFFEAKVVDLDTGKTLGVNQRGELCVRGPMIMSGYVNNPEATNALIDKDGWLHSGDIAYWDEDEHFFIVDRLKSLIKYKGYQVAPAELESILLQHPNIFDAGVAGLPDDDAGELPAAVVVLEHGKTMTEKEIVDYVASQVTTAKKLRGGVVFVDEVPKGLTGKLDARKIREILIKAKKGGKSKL
#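 Inhibition of light generation by firefly luciferase from ATP and luciferin was profiled with concentration-response curves per sample, ATP held at 10 uM within the enzyme's linear range. Plates were read by luminescence after an 8-minute ambient incubation.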
# Tau filament bind – tau filament binding; P10636; recombinant tau filaments, thioflavin S fluorescence, 15 h; filaments grown with octadecylsulfate alongside compound; Potency, µM (titrated, usually from 57.1 µM), for the others: at the highest dose activity change, negative = inhibition; hit rate 2% among 71,000; AID 596;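 also: potency is read from the fitted curve at half-maximal effect; % is scaled to controls: 0 for no effect and ±100 for the full control effect; actives lower thioflavin S fluorescence by blocking filaments or displacing dye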
#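 Thioflavine S fluorescence (ex 450, em 510 nm) reports filaments formed from 1 uM human tau plus 30 uM ODS over 15 h at 37 C (10 mM HEPES pH 7.4, 100 mM NaCl, 5 mM DTT); compounds displacing dye or blocking filaments lower signal.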
# HBB splicing – hemoglobin beta splicing modulation. Potency, µM (doses to about 46.1 µM), for the others: top-dose activation, usual class: activators. HBB splicing reporter cell assay, activation; EGFP reporter with mutant IVS2-654 intron; response scale: normalised to 500 nM splice-correcting PNA. AID 925. hit rate 0.06% among 65,000; also: potency is read from the fitted curve at half-maximal effect; 0% is about no effect
#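 Compounds were applied for 2 days to HeLa EGFP-654 cells, 500/well in Optimem with 2% FCS. The reporter's EGFP is disrupted by mis-splicing of beta-globin intron IVS2-654. Readout: summed well GFP fluorescence from 488 nm laser scanning; reference was 500 nM antisense […] 654 PNA.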
# Numbers without * were called inactive; i = inactive; ? = inconclusive; . = no result given; [ ] = remark or other dose. Unless noted, calls follow the shape of the dose curve; as a rule, active = well fitted curve in the direction sought with a large enough effect; inconclusive = small, poorly fitted or top-dose-only effect, or another doubt; inactive = no such curve, though single readings can be large; an effect the other way counts as inactive or inconclusive.
SMILES,ALOX15 inhib,HADH2 inhib,CRE-bla Fsk,Rhodamine fluor,ERK AVP block,Hsp90 Hop PPI,Texas Red fluor,DNA Pol III inh,FLuc inh,Tau filament bind,HBB splicing
Cc1cc(C(=O)CN2CC(C)OC(C)C2)c(C)n1-c1ccccc1 (stereo not given),-15%,1%,6%,.,-20%,-5%[2.3 µM],.,-5%,-15%,1%,-0.5%
O=C(NCc1cccnc1)c1cccc(S(=O)(=O)N2CCOCC2)c1,5%,-3%,0%,.,0%,0%,.,-1%,0%,11%,1.7%
CC(C)(C)n1c(=O)[nH]c2c(c1=O)CCC2,4%,6%,-8%,i,20%,-2%,i,-5%,2%,3%,-2.7%
COc1ccc(-c2cc(C(F)(F)F)nc(N3CCN(C)CC3)n2)cc1,?,-7%,?,i,-22%,-4%,i,-5%,1%,167%,0.0%
CCCCOc1ccc(C2C3CN(C(=O)OCC)CC=C3C(C#N)=C(N)C2(C#N)C#N)cc1OC (stereo not given),?,-20%,?,i,15%,-20%,i,1%,-8%,-10%,0.0%[0.369 µM]
COc1cc2c(cc1OC)CN(CC(=O)NC(=O)NCc1ccco1)CC2,-14%,4%,?,i,-18%,-4%,i,4%,1%,-2%,0.1%
c1ccc(OCc2nc(-c3ccccc3)no2)cc1,0%,-2%,0%,i,39%[activator],?,i,5%,-29%,-2%,2.6%
C=CCn1cc(C(=O)NCc2cccnc2)c(=O)c2cc(S(=O)(=O)N(CC)CC)ccc21,3%,-4%,?,.,-16%,-2%[2.3 µM],.,-4%,1%,15%,0.2%
CC(C)CN1CC2(CCN(C(=O)c3cnccn3)CC2)C1,2%,18%,-4%,i,10%,2%,i,0%,1%[11.4 µM],7%,3.5%
CCN(CC)CCNC(=O)Cn1c(-c2ccccn2)nc2ccccc21,19%,?,-7%,i,-2%,-7%,i,-2%,0%,19%,-0.2%
CCCC(=O)N=C1SC2CS(=O)(=O)CC2N1c1ccc(C(C)=O)cc1 (stereo not given),4%,3%,-3%,i,-11%,-2%,i,-13%,2%,-6%,4.6%[57.5 µM]
COc1nc(-c2ccccc2)cc(-c2ccccc2)n1,-11%,5%,?,i,-6%,?,?,-7%,2%,4%,.
C[N+]1(C)CCC[C@@H](OC(=O)C(O)(c2ccccc2)c2ccccc2)C1,9%[25.6 µM],-3%[25.6 µM],1%[17.1 µM],i,12%[25.7 µM],-5%[26 µM],?,-4%[25.6 µM],-3%[25.5 µM],-9%[25.6 µM],0.1%[20.6 µM]
COc1ccc(OC)c(C(=O)CSc2nnc(-c3ccc(OC)c(OC)c3)o2)c1,12%,?,4%,i,-13%,0%,i,-1%,2%,-1%,.
CCCOC(=O)CSc1nnc(-c2ccccc2Cl)o1,-12%,9%,0%,i,12%,5%,i,-2%,-2%,-2%,.
O=C(c1ccccc1C(F)(F)F)N1CCN(S(=O)(=O)c2ccccc2)CC1,14%,-2%,?,i,2%,-2%,i,-4%,2%,0%,-0.7%
c1ccc(CCc2nn3c(Cc4ccccc4)nnc3s2)cc1,-2%,0%,11%,i,-6%,1%,i,-2%,2%,12%,-1.8%
CC(C)c1ccc(OCC(O)CN2CCN(c3ccccc3)CC2)cc1 (stereo not given),-27%,6%,?,i,-8%,-7%,i,-3%,2%,-17%,-5.3%
O=c1c2ccccc2nnn1CSc1nnc(C2COc3ccccc3O2)n1-c1ccccc1 (stereo not given),-8%,7%,5%,i,-24%,-5%,?,6%,0%,-12%,-0.3%[57.5 µM]
N#Cc1cccc(-c2ccc3ncnc(N4CCNCC4)c3c2)c1,4%,-2%,15%,i,-8%,-1%,?,-3%,1%[2.29 µM],13%,0.7%
CN1CCN(c2ncc3nc(CCc4ccccc4)c(=O)n(Cc4cccs4)c3n2)CC1,-20%,14%,?,i,?,2%,i,-10%,-1%[11.4 µM],217%,-0.4%
CCOc1ccc(C2N(c3ccc(OC)cc3)C(=O)C3CCCN32)cc1OC (stereo not given),-14%,6%,14%,.,-6%,-2%,.,-1%,3%,7%,-0.2%
COc1ccc(NC(=O)c2oc3ccccc3c2NC(=O)c2ccco2)c(OC)c1,-7%,49%[activator],?,i,-7%,-1%,i,-1%,-16%,350%,1.2%
Cc1ccc(-c2csc(N)n2)s1,-22%,?,-10%,i,17%,-13%,i,-3%,-22%,-5%,0.3%
O=C(Oc1cccnc1)c1ccc(Cl)c(Cl)c1,-16%,-12%,?,i,22%,-1%,i,-5%,1%,5%,-3.0%
Cc1ccc(-n2nc(C)c(C3C(C#N)=C(N)OC4=C3C(=O)CCC4)c2Cl)cc1 (stereo not given),-7%,11%,-9%,i,-7%,-5%,i,-4%,1%,18%,.
COc1ccc(Cl)cc1C(=O)Nn1cnc2ccccc2c1=O,10%,-2%,-15%,i,16%,2%,i,-4%,-5%,-14%,-0.4%
Cc1ccc2[nH]cc(C(=O)CN3CCN(c4ccccn4)CC3)c2c1,-14%,4%,-14%,i,?,?,i,0%,-6%,-26%,2.6%[0.369 µM]
COc1ccc(Nc2nc(C)cc(C)c2C#N)cc1OC,5%,-4%,?,.,.,-1%,.,-9%,2%,8%,-0.1%
COc1ccccc1S(=O)(=O)Cc1ccc(C(=O)N2CCN(c3cccc(Cl)c3)CC2)o1,-13%,-4%,-27%,i,?,-2%,i,2%,-3%,24%,-1.5%[1.84 µM]
CCCn1c2ccccc2c2nnc(SCC(=O)OC)nc21,3%[11.4 µM],-6%[11.4 µM],2µM*,.,-18%,-4%[11 µM],.,-6%[11.4 µM],2%,-18%[11.4 µM],-3.8%[0.0738 µM]
CSCCC(NC(=O)c1ccccc1)C(=O)NC1CCCC1 (stereo not given),7%,-6%,-4%,i,-5%,-2%,?,-2%,1%,-6%,-0.1%
Cc1cc(C(=O)Nc2ccc3c(c2)OCO3)cs1,-19%,2%,?,i,4%,0%,i,1%,16µM*,-24%,-0.2%
CNC(=O)c1cc2c(=O)n3cc(C)ccc3nc2n(Cc2ccco2)c1=N,-29%,-6%,8%,i,-1%,-15%,i,-21%,-4%,353%,.
COc1ccc(NC(=O)C2=C(C)C(=O)OC23CCC(C)CC3)c(OC)c1 (stereo not given),3%,12%,-2%,.,-8%,-2%,.,-7%,0%,?,-1.5%
CCOC(=O)Oc1ccc2oc(C)c(C(=O)OCCOC)c2c1,2%,9%,?,i,3%,6%,i,2%,-3%,0%,1.9%[1.84 µM]
CCOC(=O)/C(C#N)=C1/CCCCCN1C,0%,-3%,-8%,i,-10%,1%,i,2%,1%,0%,-2.1%[0.369 µM]
CC(C)CO/N=C1/[C@H]2O[C@@H]2[C@@H](O)[C@H]2[C@H]1CCn1c(=O)n(-c3ccccc3)c(=O)n12,3%[11.4 µM],0%[11.4 µM],.,.,1%[11.5 µM],.,.,.,0%[11.4 µM],.,1.2%[9.22 µM]
COc1cc2[nH]c(=O)n(CCCCCC(=O)N3CCN(c4ccccc4)CC3)c(=O)c2cc1OC,2%,-7%,-16%,i,3%,-6%,i,-1%,1%,10%,0.5%
Cc1cc2n(n1)C(c1ccc(O)cc1)Nc1ccccc1-2 (stereo not given),-16%,?,?,i,4%,-3%,?,-1%,-21%,10%,0.5%[57.5 µM]
COCCNC(=O)CN(C(=O)CCC(=O)Nc1ccccn1)c1ccc(F)c(Cl)c1,-1%,4%,-18%,i,-19%,-4%,?,-10%,-3%,7%,0.8%
CCCCOc1ccc(NC(=O)C2CC=CCC2C(=O)O)cc1 (stereo not given),-1%,7%,-12%,.,?,1%,.,-5%,-2%,1%,0.8%
CC(C)c1ccc(NC(=O)N2CCC(c3nc4ccccc4o3)CC2)cc1,-24%,3%,?,i,?,0%,i,-3%,-4%,-3%,-3.3%

# Screening results from PubChem.

# Some of the compounds tested; the hit share may differ from the screen's.
